# Source: PubChem (several laboratories)
# p47phox inh: inhibitors of human p47phox binding. inhibition, % at 24.7 µM. hit rate 0.53% among 220,000. p47phox/p22phox peptide binding, fluorescence polarization, 2 h. AID 1274. P14598;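 active means inhibition above about 30%, limit read from the data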;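 further: 0% = p47phox with labelled peptide and 100% = labelled peptide alone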
# Target sequence (P14598 whole entry, looked up): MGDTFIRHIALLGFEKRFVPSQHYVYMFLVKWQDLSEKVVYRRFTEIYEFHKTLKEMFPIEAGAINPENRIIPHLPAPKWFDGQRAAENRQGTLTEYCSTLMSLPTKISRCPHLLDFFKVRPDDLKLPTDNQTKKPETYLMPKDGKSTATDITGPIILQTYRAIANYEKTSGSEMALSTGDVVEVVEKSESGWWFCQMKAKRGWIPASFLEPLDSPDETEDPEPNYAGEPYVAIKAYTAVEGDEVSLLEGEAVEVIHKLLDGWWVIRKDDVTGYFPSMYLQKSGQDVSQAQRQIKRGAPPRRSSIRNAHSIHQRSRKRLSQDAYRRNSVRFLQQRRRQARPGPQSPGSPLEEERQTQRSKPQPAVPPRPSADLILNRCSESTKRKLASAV
# Runt-SMMHC FRET: Runt domain-CBFb-SMMHC interaction inhibition; inhibition, % at 20 µM; hit rate 0.74% among 220,000; Cerulean-Runt/Venus-CBFb-SMMHC FRET ratio 530/480, 1 h; Q01196+Q13951; AID 1434;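 active means mean inhibition across duplicate retests at 20 µM reaching about 50%, limit read from the data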;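 further: 0% = DMSO wells and 100% = wells with excess untagged CBFb-SMMHC; inhibitors lower the FRET ratio by blocking Runt binding to CBFb-SMMHC; some results filed as inactive read as strong as hits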
# Hck-Nef inh: human Hck-Nef kinase inhibition | P08631 | Recombinant Hck-YEEI plus Nef, Z-Lyte FRET kinase assay | inhibition, % at 20 µM | hit rate 0.68% among 220,000;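 active means Hck-Nef kinase inhibition above about 50%, limit read from the data; inactive means inhibition below that limit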;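 further: 0% = DMSO with Hck plus Nef and 100% = Hck alone without Nef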
# Mdm2 ligase inh: inhibitors of human Mdm2 E3 ubiquitin ligase | hit rate 0.11% among 210,000 | Q00987 | signal enhancement, % at 5 µM | cell-based MDM2 ubiquitination luciferase reporter, 2 h; 0 = plate control, 100 = twice control, blank-subtracted;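 active means signal enhancement of 30% or more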;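 further: luminescence tracks abundance of the self-degrading MDM2-luciferase fusion protein; higher signal means inhibition of MDM2 E3 ligase activity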
#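 Assay system: stable mammalian line carrying autodegrading MDM2–luciferase fusion reporter; Input: 2000 cells in each well; Compound dosing: single-point 5 µM; Schedule: 2 h compound exposure at 37 °C; Signal: SteadyLite luciferase luminescence after 15 min room-temperature reagent incubation; Evaluation: % luminescence enhancement versus blank-corrected plate control mean; Benchmarks: plate controls and plate blanks.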
# L929 necroptosis: L929 zVAD cell death inhibition; L929 zVAD necroptosis rescue, ATP luminescence, 24 h; with zVAD 60 µM; AID 1377; viability rescue, % at 10 µM; hit rate 0.38% among 220,000;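 active means activation, scaled between plate controls, above about 75%, limit read from the data; inactive means activation under that limit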;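 further: 0% = zVAD with DMSO and 100% = DMSO alone without zVAD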
# Tb hexokinase: blocks Trypanosoma brucei hexokinase 1 activity; recombinant TbHK1, G6PDH-coupled NADH A340; inhibition, % at 10 µM; hit rate 0.11% among 220,000;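 active means inhibition of 50% or more in the single-dose primary screen; inactive means inhibition below 50%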
# Runt-CBFb FRET: Runt domain-CBFb interaction inhibition | Q01196+Q13951 | Cerulean-Runt/Venus-CBFb FRET ratio 530/480, 1 h | inhibition, % at 20 µM | hit rate 0.46% among 220,000 | AID 1496;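 active means inhibition over about 50% at 20 µM in the single-dose screen, limit read from the data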;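 further: 0% = DMSO wells and 100% = excess unlabeled CBFb competitor control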
#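 Assay system: Cerulean-Runt domain / Medium: Tris 50 mM pH 7.5, KCl, K2SO4, 0.01% BSA / Timing: protein complex preformed 1 h, compound exposure 1 h, room temperature, dark / Measured by: FRET, excitation 422 nm, emission at 530 and 480 nm / Evaluation: loss of energy transfer signal / Control set: 5 µM unlabeled CBFb as full-inhibition high control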
# 14-3-3 Bad PPI: disrupts binding of bovine 14-3-3 zeta to phospho-Bad peptide; P63103; TR-FRET 14-3-3zeta/Dy647-pBad peptide displacement, 1 h; inhibition, % at 21.7 µM; hit rate 0.71% among 220,000;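 active means inhibition above about 70%, limit read from the data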;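 further: 0% = full 14-3-3 plus peptide FRET controls and 100% = background without 14-3-3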
# Target sequence (P63103 whole entry, looked up): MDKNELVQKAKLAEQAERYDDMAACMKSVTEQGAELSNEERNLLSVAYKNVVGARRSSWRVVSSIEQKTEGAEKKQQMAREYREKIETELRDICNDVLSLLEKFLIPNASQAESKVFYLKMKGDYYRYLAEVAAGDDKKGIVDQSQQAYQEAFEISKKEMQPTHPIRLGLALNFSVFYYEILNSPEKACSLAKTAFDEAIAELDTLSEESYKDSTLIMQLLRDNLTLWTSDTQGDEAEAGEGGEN
# EBV gp42 block: inhibitors of Epstein-Barr virus glycoprotein 42; hit rate 0.42% among 220,000; Fluorescence polarization binding assay, mP read-out; inhibition, % (tested at 21.74 µM); in the data active means inhibition above about 50%
# Target sequence (Q1HVG2 whole entry, looked up): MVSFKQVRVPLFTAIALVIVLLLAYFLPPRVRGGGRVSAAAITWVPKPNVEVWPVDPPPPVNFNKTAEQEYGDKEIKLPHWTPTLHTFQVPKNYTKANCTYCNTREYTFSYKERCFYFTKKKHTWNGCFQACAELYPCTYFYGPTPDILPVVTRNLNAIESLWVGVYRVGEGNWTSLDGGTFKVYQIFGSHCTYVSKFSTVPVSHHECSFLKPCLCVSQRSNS
# The depositor's hits bear a star; / = no result given; [ ] = remark or other dose.
Compound,p47phox inh,Runt-SMMHC FRET,Hck-Nef inh,Mdm2 ligase inh,L929 necroptosis,Tb hexokinase,Runt-CBFb FRET,14-3-3 Bad PPI,EBV gp42 block
O=C(O)c1ccccc1C(=O)Nc1ccc(Oc2cccc(C(F)(F)F)c2)nc1,-3,3,19,-21,0.1,-5,-2,2,-11
CS(=O)(=O)N(CC(=O)Nc1ccc2c(c1)OCO2)c1ccccc1,1,-1,-4,-6,-1.4,-3,-2,-1,5
NC1=NC(c2ccccc2)=NC1(NC(=O)c1ccccc1)C(Cl)Cl (centres undefined),-12,-3,8,-6,1.1,-5,1,-1,-23
O=C(CN1CCCC1)Nc1ccc(OCc2ccccc2)cc1,6,4,19,4,36,6,0,-7,-14
O=C(Nc1ccccn1)c1cc(-c2cccnc2)nc2ccc(Br)cc12,-1,4,29,-25,1.3,-26,1,58[fluorescence artefact?],16
O=C(O)c1ccc(COc2c(F)c(F)cc(F)c2F)o1,0,0,0,-12,0.1,-2,2,-8,-13
Cc1ccc(CO/N=C/c2c(O)cc(C)oc2=O)cc1,-3,-2,22,-24,0.7,0,1,-20,-13
O=C(CCn1c(=O)oc2ccccc21)N(Cc1ccccc1)c1ccccc1,-10,-3,13,-10,-1.1,-8,0,2,-7
COc1ccc(C(=O)Nc2ccc(CN3CCCCC3)cc2)cc1,-4,-1,24,-2,41,1,-1,-9,-11
O=[N+]([O-])c1ccc2c(c1)nc1n2CCN(CC2CCCO2)C1 (centres undefined),-8,3,4,/,1.1,-10,7,-9,-1
O=C(c1ccc(NC2=NC3CS(=O)(=O)CC3S2)cc1)N1CCN(Cc2ccccc2)CC1 (centres undefined),-6,1,-1,-14,-0.4,-11,1,-2,-3
C=CCN1C(=O)/C(=C2/Sc3ccc(OC)cc3N2C)SC1=Nc1ccccc1,-6,-22,26,-4,9.1,-2,6,-10,-17
O=C(O)c1ccccc1C(=O)NC1Cc2ccccc2C1,-4,2,7,-5,0.8,-3,1,-9,-8
O=C(CSc1ccc(C(F)(F)F)cn1)Nc1ccccc1,-3,0,9,-5,-0.1,-10,-3,-9,-10
CCN(Cc1ccccc1)C(=O)CCc1nnc(CCCc2ccccc2)o1,0,-1,12,-16,-0.5,-2,-1,-3,-10
C[C@]1(C(=O)NCCc2c[nH]c3ccccc23)C=C[C@@H](Cc2ccccc2)N1C(=O)c1ccccc1,-10,3,-4,/,-2.0,-6,-4,-6,-2
CC(C)CC(=O)c1c[nH]c(C(=O)NCCc2ccccn2)c1,-11,0,2,-1,0.3,-1,0,-7,-11
COc1ccc2[nH]c(-c3ccc(C)cc3)cc(=O)c2c1,-3,2,5,/,2.9,7,0,19,-16
CN=c1scc(-c2ccccc2F)n1/N=C(\C)c1cccnc1,10,2,-17,-9,6.6,-3,0,6,1
CCCN1C2=NCCCN2c2ccccc21,8,-7,0,-5,-0.5,4,0,-6,-4
NC(=O)CC[C@H](NC(=O)OCc1ccccc1)C(=O)OCc1ccc(Cl)cc1,-9,-2,0,-1,0.1,28,-7,-4,-21
COc1ccccc1C1(CC(=O)Nc2nccs2)CCOC(C(C)C)C1 (centres undefined),-6,2,1,-30,-0.2,-1,-2,3,-15
Cc1nc([N+](=O)[O-])c(NCCCO)n1Cc1ccccc1,-11,2,-10,-3,1.1,-8,0,5,-14
O=C(CN1C(=O)S/C(=C\C=C\c2ccccc2)C1=O)N1CCOCC1,-8,4,25,-3,-0.6,-38,1,-4,-9
Cc1ccc(NC(=S)N(CCN2CCOCC2)Cc2ccccc2F)cc1Cl,-8,-4,20,1,-1.0,5,2,-6,-20
COc1ccc(OCCSc2nnc(-c3ccoc3C)n2C)cc1,3,3,1,-11,-0.2,-2,-1,5,-8
CCCN1Cc2cccc(C(=O)NC(CC(=O)OCC)c3ccc(OCC)c(OC)c3)c2C1=O (centres undefined),0,-4,-11,7,-0.1,-2,-7,-1,-5
COc1ccc(-c2cc(NCCc3ccncc3)n3ncnc3n2)cc1,-1,0,0,-16,1.3,-7,0,1,-5
CC(=O)Nc1ccc(N2CCC(C)CC2)c([N+](=O)[O-])c1,-5,0,-14,-35,4.6,3,0,-5,-2
N#CCCn1c(Cl)nc2ccccc21,-16,-3,3,-16,0.7,27,0,2,-27

# Three entries from above, field by field:
> COc1ccc(-c2cc(NCCc3ccncc3)n3ncnc3n2)cc1
  p47phox inh: -1	Runt-SMMHC FRET: 0	Hck-Nef inh: 0	Mdm2 ligase inh: -16	L929 necroptosis: 1.3	Tb hexokinase: -7	Runt-CBFb FRET: 0	14-3-3 Bad PPI: 1	EBV gp42 block: -5

> CC(=O)Nc1ccc(N2CCC(C)CC2)c([N+](=O)[O-])c1
  p47phox inh: -5	Runt-SMMHC FRET: 0	Hck-Nef inh: -14	Mdm2 ligase inh: -35	L929 necroptosis: 4.6	Tb hexokinase: 3	Runt-CBFb FRET: 0	14-3-3 Bad PPI: -5	EBV gp42 block: -2

> N#CCCn1c(Cl)nc2ccccc21
  p47phox inh: -16	Runt-SMMHC FRET: -3	Hck-Nef inh: 3	Mdm2 ligase inh: -16	L929 necroptosis: 0.7	Tb hexokinase: 27	Runt-CBFb FRET: 0	14-3-3 Bad PPI: 2	EBV gp42 block: -27

# The list goes on:
Compound,p47phox inh,Runt-SMMHC FRET,Hck-Nef inh,Mdm2 ligase inh,L929 necroptosis,Tb hexokinase,Runt-CBFb FRET,14-3-3 Bad PPI,EBV gp42 block
COc1ccccc1-n1c(CNC(=O)c2ccco2)nnc1SCC(=O)Nc1nccs1,-6,-2,0,-15,1.0,2,1,4,-3
Cc1ccnc(NS(=O)(=O)c2ccc(N)cc2)n1,1,2,-2,-1,-0.1,-1,0,-4,-5
NNC(=S)Nc1ccc(Cl)cc1,-14,5,-11,-3,-1.4,9,8,-10,-3
Cc1cc(C)c2nc(-n3nc(C)cc3N)cc(C)c2c1,-16,-3,-5,1,5.5,-2,-1,-8,-17
Cc1ccc(/C=C2\Oc3c(ccc(O)c3CN3CCN(C)CC3)C2=O)cc1,-5,90*,1,14,59,-19,3,-8,-44
CC(=O)Nc1ccc(C(=O)N2CCN(C(=O)c3ccco3)CC2)cc1,-1,-2,4,-18,0.1,4,1,2,1
COc1ccc(C(=O)N=c2c(C#N)cc3c(=O)n4cccc(C)c4nc3n2Cc2ccco2)cc1,-19,/,8,-12,-0.2,-15,70*,-8,22
O=[N+]([O-])c1ccc(N2CCN(CC(O)COc3ccccc3)CC2)cc1 (centres undefined),-7,-8,27,-10,-0.8,-8,-3,-3,-4
CCOC(=O)CNC(=O)c1ccc(C)cc1,0,-2,1,-6,-0.7,-3,0,-9,-6
O=C1CC(Cc2ccccc2)C(=O)N1CCCn1ccnc1 (centres undefined),-12,-2,-1,-9,-0.2,4,0,75*,-12
CCC(C(=O)OCC(=O)Nc1c(Cl)cc(Cl)cc1Cl)c1ccccc1 (centres undefined),-3,1,2,-7,0.3,2,2,2[fluorescence artefact?],3
O=C(CCCn1c(=S)[nH]c2cc3c(cc2c1=O)OCO3)N1CCN(c2ccccc2)CC1,-1,1,1,-29,-0.3,-7,0,-9,-1
Cc1cc(C)c(NC(=O)CCCSc2nnc(N)s2)c(C)c1,3,-2,22,-5,2.6,6,-2,-15,-6
Cc1cccc(CSc2nnc([C@@H]3CCCN3C(=O)OC(C)(C)C)o2)c1,2,-17,10,2,-0.6,-8,-2,1,-2
C=CCn1c(=O)c2c(C)c(C)sc2n2c(Nc3ccccc3)nnc12,-8,3,0,-20,-0.3,4,0,-3,-2
O=C(O)CCN(Cc1ccccc1)S(=O)(=O)c1ccccc1Cl,-2,-2,24,0,1.0,-2,-1,-4,4
CCNC(=O)/C=C/c1ccccc1[N+](=O)[O-],-2,2,26,-8,1.8,1,1,-6,-14
OC(CN1CCOCC1)Cn1c(-c2cccc(Cl)c2)nc2ccccc21 (centres undefined),-8,-1,1,6,-0.1,-7,2,-2,-10
C=CCn1c(O)c(N=NC(=S)Nc2ccc(OC)cc2)c2ccccc21,-3,-5,2,-89,/,8,-3,-2,-19
CCOC(=O)C(=NC(C)CC)NNc1ccc(Br)cc1 (centres undefined),1,-34,-20,-10,/,-1,-10,1,4
CC(C)(C)NC(=O)c1cc(Cl)ccc1[N+](=O)[O-],-9,-2,4,-9,0.2,-2,1,12,4
Oc1c(Br)cc(Br)cc1C=NCc1ccccc1,26,67,31,-26,3.2,6,-21,33,3
Cc1ccc2nc(SCC3CCCCO3)[nH]c2c1 (centres undefined),-4,2,17,/,0.4,-10,3,-2,-27
CN1CCC(N(C)C(=O)c2ccccc2Nc2ccc(SC(F)F)cc2)CC1,-12,4,2,-4,0.3,-6,0,-2,-2
CCCOc1ccc(N2C(=O)CC(N3CCC(O)(c4cccc(C(F)(F)F)c4)CC3)C2=O)cc1 (centres undefined),-8,1,0,-12,0.2,-2,-1,-14[fluorescence artefact?],-10
Cc1ccc(/C=N/NC(=O)C(=O)N/N=C/c2ccc(C)o2)o1,-13,-1,29,-23,-1.3,-23,0,0,-14
O=C(COC(=O)C12CC3CC(CC(C3)C1)C2)NCc1ccco1,-21,0,8,-17,-0.5,1,1,-2[fluorescence artefact?],-23
CCOC(=O)C1CCN(CC(=O)c2c(C)[nH]c3ccccc23)CC1,-10,1,-4,-17,-0.6,-17,1,-5[fluorescence artefact?],-26
COc1cc2nc(C3CCC3)n(NC(=O)C3CCC(OC)CC3)c(=O)c2cc1OC (centres undefined),-8,2,0,-18,2.7,2,-2,-13[fluorescence artefact?],-26
CCn1c(C)c(C(C)=O)c(N2CCN(c3ccc(F)cc3)CC2)nc1=S,5,0,-21,/,-0.1,27,23,-19,-1
COc1ccc(-c2cc(-c3cccs3)c(C#N)c(SCC(=O)NCc3ccccc3OC)n2)cc1,-1,-1,10,-7,-0.2,-9,0,17,-18
CN1CCN(C2=Nc3cc(F)ccc3Cc3ccccc32)CC1,-8,2,/,/,/,/,-1,1,-5
CCC(C)n1c(SCC(=O)NC(=O)Nc2ccc3c(c2)OCCO3)nc2ccccc2c1=O (centres undefined),-29,1,1,-7,1.9,-8,-2,-2,2
CCc1n(CC(O)COCc2ccccc2)c2ccccc2[n+]1C (centres undefined),-1,8,23,2,0.9,-5,1,-10,-10
Cc1nn(S(=O)(=O)N(C)C)c(C)c1CN1C(=O)c2ccccc2C1=O,1,0,1,/,0.1,-1,0,-2,-19
O=C(Cc1cccs1)Nc1ccc(S(=O)(=O)N2CCCC2)cc1,-5,-6,35,-20,14,19,1,33,25
O=C(NCc1ccco1)C1CCN(C(=O)c2cc3sccc3n2Cc2ccc(F)cc2)CC1,-1,-2,1,/,-0.1,-10,-1,1,10
CCOC(=O)c1ccc(NC(=O)CSc2nnc(-c3ccncc3)n2C)cc1,-4,2,6,-16,-0.2,1,1,6,-5
COc1ccc(C(=O)NC(=S)Nc2cccc(NC(=O)c3ccco3)c2)cc1[N+](=O)[O-],-5,-1,3,5,-0.7,3,1,-2[fluorescence artefact?],3
Cc1ccsc1/C=N/NC(=O)C1C(=O)NCC1c1ccccc1 (centres undefined),-3,-1,21,-9,0.3,-21,-1,-5,-5
